KLK7 zymogen act = activates the human kallikrein-7 zymogen. P49862. purified proKLK7, EDANS-DABCYL substrate fluorescence; 100% is mature enzyme control, 0% vehicle. 370,000 tested, 0.9% active. activation, % at 7 µM;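 active = activation above the mean of all tested compounds plus 3 SD, computed per campaign excluding outliers beyond control limits, cut at about 13% in these data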
SMARCA2 activ = activators of SMARCA2 function; MG213 cells, MMTV-luciferase reporter, dexamethasone, overnight; activation, % at 9.1 µM; 370,000 tested, 1% active; AID 652017; in the data active = activation above about 7.8%;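 also: 0% = vehicle wells and 100% = reference activator wells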
DAX1 inh-1 = NR0B1 (DAX1) inhibition; P51843; HEK293 Gal4-DAX1 luciferase reporter, luminescence; inhibition, % at 6.75 µM; 340,000 tested, 0.99% active; AID 504766;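 active = inhibition above the mean over all tested compounds plus 3 SD, cut at about 4.2% in these data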;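 also: 0% = DAX1-transfected cells with DMSO and 100% = empty-vector control cells with DMSO; inhibition shows as a rise in luminescence from relieved DAX1 repression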
ssDAF12 agonist = activators of S. stercoralis DAF-12 nuclear receptor; HEK293 ssDAF-12/GRIP1 lit1-tk-luc reporter, luminescence; % of 3 µM dafachronic acid response; activation, % at 6.8 µM; AID 652126; 370,000 tested, 1% active;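 active = activation above the mean over all tested compounds plus 3 SD, cut at about 0.9% in these data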;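 also: 0% = DMSO-only wells and 100% = 3 µM delta7-dafachronic acid wells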
GAA850 FXN act = activators of GAA850 frataxin (FXN) promoter; HEK293 lucGAA850 FXN promoter luciferase reporter, 24 h; percent of 10 µM SAHA response; activation, % at 6 µM; 360,000 tested, 0.56% active; AID 540364;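 active = activation above the average of all compounds screened plus 3 SD, cutoff fixed separately per campaign, cut at about 7.5% in these data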;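 also: 0% = DMSO wells and 100% = 10 µM SAHA wells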
GC-A act = GC-A (human) enzyme activation; HEK293 GC-A cells, cGMP TR-FRET, EC30 ANP; 0% at EC30 ANP, 100% saturating ANP; activation, % at 10 µM; 370,000 tested, 0.14% active; in the data active = activation above about 40%
DAX1 inh-2 = blocks DAX1 repression of SF-1 activated StAR promoter; HEK293T StAR-luciferase reporter, SF-1/DAX-1 repression relief; inhibition, % at 6.8 µM; 370,000 tested, 1.1% active; AID 652010;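 active = inhibition above the mean over all tested compounds plus 3 SD, cut at about 3.6% in these data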;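 also: 0% = DAX-1 cells with DMSO and 100% = cells lacking DAX-1 with DMSO; higher inhibition means more luminescence from relief of DAX-1 repression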
hcDAF-12 act = activators of H. contortus DAF-12 nuclear receptor; activation, % at 6.8 µM; HEK293 hcDAF-12 lit1-tk-luc reporter, luminescence; 0% DMSO, 100% Δ7-dafachronic acid; AID 652067; 370,000 tested, 1.4% active;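 active = activation above the mean of all tested compounds plus 3 SD, cut at about 5.5% in these data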;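 also: 100% = response to 3 µM Δ7-dafachronic acid high control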
HGIII-sPLA2 inh = Inhibits HGIII-sPLA2 liposome hydrolysis, primary screen. Q9NZ20. 370,000 tested, 0.56% active. QFRET BODIPY PC-A2 liposome hydrolysis, fluorescence. inhibition, % at 12.2 µM;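 active = inhibition above mean plus 3 SD of compounds lying within the high and low control bounds, cut at about 19% in these data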;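 also: 0% = median of test compound wells and 100% = no enzyme DMSO wells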
hgDAF-12 ag = agonists of H. glycines DAF-12 nuclear receptor; HEK293 GAL4-hgDAF12 UAS-luciferase reporter, agonist luminescence; normalized to butyrate control; activation, % at 6.8 µM; 370,000 tested, 1.8% active;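 active = activation above a cutoff set at the mean of all screened compounds plus 3 SD, cut at about 10% in these data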;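 also: 0% = DMSO wells and 100% = sodium butyrate wells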
NPR2 activator = GC-B (human) receptor activation; P20594; HEK293-GC-B cells, CNP EC30, cGMP TR-FRET; 0% at EC30 CNP, 100% saturating CNP; activation, % at 10 µM; 370,000 tested, 0.11% active; AID 1920062;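 active = activation at 10 µM reaching about 35% in either raw or pattern-adjusted values, limit read from the data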
Target sequence (P20594 whole entry, looked up): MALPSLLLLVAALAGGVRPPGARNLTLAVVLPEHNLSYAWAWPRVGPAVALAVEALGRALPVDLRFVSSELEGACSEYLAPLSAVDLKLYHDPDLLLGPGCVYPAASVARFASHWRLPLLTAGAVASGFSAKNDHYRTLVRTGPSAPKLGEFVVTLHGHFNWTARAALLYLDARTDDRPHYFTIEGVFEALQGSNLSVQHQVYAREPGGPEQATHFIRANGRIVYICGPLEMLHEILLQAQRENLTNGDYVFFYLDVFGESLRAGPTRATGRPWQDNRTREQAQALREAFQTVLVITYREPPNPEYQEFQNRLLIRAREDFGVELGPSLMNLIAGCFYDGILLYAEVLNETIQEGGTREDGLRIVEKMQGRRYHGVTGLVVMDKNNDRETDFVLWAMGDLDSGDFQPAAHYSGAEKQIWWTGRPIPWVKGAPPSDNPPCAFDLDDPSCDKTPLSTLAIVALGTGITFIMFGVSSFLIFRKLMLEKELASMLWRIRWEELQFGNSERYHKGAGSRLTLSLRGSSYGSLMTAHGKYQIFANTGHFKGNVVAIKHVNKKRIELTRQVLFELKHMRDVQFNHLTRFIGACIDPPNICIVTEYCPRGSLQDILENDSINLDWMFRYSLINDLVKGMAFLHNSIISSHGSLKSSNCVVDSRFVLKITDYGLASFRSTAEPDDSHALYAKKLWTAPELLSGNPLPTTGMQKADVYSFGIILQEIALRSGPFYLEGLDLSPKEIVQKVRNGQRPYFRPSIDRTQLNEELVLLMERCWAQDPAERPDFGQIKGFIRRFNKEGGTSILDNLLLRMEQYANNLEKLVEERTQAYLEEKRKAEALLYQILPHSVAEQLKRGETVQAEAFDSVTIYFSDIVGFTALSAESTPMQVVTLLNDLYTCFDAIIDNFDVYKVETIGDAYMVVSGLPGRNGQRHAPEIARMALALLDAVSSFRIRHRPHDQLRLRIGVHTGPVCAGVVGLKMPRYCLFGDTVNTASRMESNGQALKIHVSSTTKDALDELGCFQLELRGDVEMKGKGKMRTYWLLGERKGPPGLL
* hit, by the source's call; . = not tested or not shown.

Order of results: KLK7 zymogen act	SMARCA2 activ	DAX1 inh-1	ssDAF12 agonist	GAA850 FXN act	GC-A act	DAX1 inh-2	hcDAF-12 act	HGIII-sPLA2 inh	hgDAF-12 ag	NPR2 activator
(1) COc1ccc(CNC(=O)CN2C(=O)c3ccccc3C2=O)cc1
→ 0.1	1	1.4	-1.0	0.7	2	-0.1	-0.5	2	0.4	4
(2) CCN1C(=O)N(c2ccc(Cl)cc2)C(C)=CC1(C)C
→ 0.3	3	-0.2	-1.2	1.8	2	0.0	-1.7	-5	-1.4	9
(3) Cc1ccccc1NC1=C/C(=N\S(=O)(=O)c2ccc(C(=O)O)cc2)c2ccccc2C1=O
→ 0.6	-7	-0.3	0.1	0.2	3	-1.2	1.5	-4	-1.0	-4
(4) [O-]/C(=C(\C(=S)NCc1ccccc1)[n+]1ccccc1)c1ccc(Cl)s1
→ -0.3	0	1.4	-0.8	1.9	-3	0.0	-0.1	0	-1.4	1
(5) Cc1cc2nc(C)c(Cl)c(=O)n2[nH]1
→ 0.7	-3	-0.8	-1.5	1.3	2	0.8	-0.5	2	-2.5	7
(6) O=C(CCN=C1NS(=O)(=O)c2ccccc21)OCC(=O)c1ccccc1
→ -1.1	-2	0.5	-0.6	1.1	1	-0.8	-1.1	7	-0.6	-12
(7) CN(Cc1ccccc1)Cc1nc2c(c(=O)n(C)c(=O)n2C)n1Cc1ccccc1Cl
→ 0.2	-4	1.8	-1.2	-2.3	-2	-0.8	-0.7	-1	3.0	-4
(8) O=C(COC(=O)c1ccc2c(c1)S(=O)(=O)N=C1CCCCCN12)NCCc1ccc(F)cc1
→ -0.1	1	2.0	-1.7	0.0	4	0.0	0.0	-2	-2.8	3
(9) O=[N+]([O-])c1ccc(F)c(CN2CCN(c3ncc(Cc4ccccc4)cn3)CC2)c1
→ 0.6	-4	.	-1.2	.	0	1.3	-0.2	7	-1.5	0
(10) CC1CCCCN1Cc1cnc(Cl)s1 (stereo unspecified)
→ 0.4	1	0.4	-1.2	-0.4	3	-0.7	-1.2	0	-1.1	3
(11) Nc1ncnc2c1ncn2[C@@H]1O[C@H](C(=O)N[C@@H](CCc2ccccc2)C(=O)NCC(=O)N2CCOCC2)[C@@H](O)[C@H]1O
→ -0.1	-1	.	-0.7	.	1	0.2	-0.2	-1	1.9	-1
(12) O=C(Cc1n[nH]c(=O)[nH]c1=O)N/N=C/CCc1ccccc1
→ -0.1	-2	0.8	-0.8	1.0	2	-0.2	-1.6	5	-1.2	2
(13) Cc1ccc2cc(CN(Cc3nnnn3C3CCCCC3)CC3CCCO3)c(=O)[nH]c2c1 (stereo unspecified)
→ 1.8	-4	-0.3	-1.5	-0.9	-2	-0.8	-0.7	-10	-3.0	-3
(14) Cn1nnnc1Sc1ncnc2scc(-c3ccc4c(c3)OCO4)c12
→ 0.5	-1	-3.1	-1.7	-5.0	3	-1.3	-2.9	3	-6.9	5
(15) CC(NC(N)=O)C(=O)Nc1ccc(Cl)c(S(=O)(=O)Nc2ccc(Cl)cc2)c1 (stereo unspecified)
→ 0.5	-1	0.3	-1.8	0.4	-5	0.9	-1.1	-4	-2.3	4
(16) CCCn1c2c(c(O)c(C(=O)Nc3ncccc3O)c1=O)CCCC2
→ -0.2	-5	-0.5	-1.3	-0.3	-2	0.5	-1.9	1	0.6	-1
(17) CCc1ccc(CN(C)C(C)C(=O)NCc2ccccc2)cc1 (stereo unspecified)
→ -0.6	-3	1.6	-0.7	-0.5	-2	-0.6	-2.4	8	0.3	-4
(18) Cc1ccc(S(=O)(=O)N2CCC(C(=O)OCC(=O)N(CCC#N)c3ccc(F)cc3)CC2)cc1C
→ -0.7	2	0.8	-0.4	0.5	1	0.8	-0.6	-8	-0.9	7
(19) CN(CCc1ccccc1)C(=O)c1cccc(NC(=O)Cc2cccc(NC(=O)C3CCCN(S(=O)(=O)c4cccc([N+](=O)[O-])c4)C3)c2)c1 (stereo unspecified)
→ -0.7	-4	-1.4	-0.8	-0.5	2	-2.7	-1.3	-12	-4.1	4
(20) CC1CN(C(=O)c2ccc(OC3CCN(Cc4ccccn4)CC3)cc2)CCN1C (stereo unspecified)
→ -0.3	0	0.5	-0.7	0.2	-1	-1.1	2.4	-4	-0.2	0
(21) COc1ccc2[nH]c(=O)c(CN(CCc3ccccc3)C(C)=O)cc2c1
→ -0.5	1	0.4	-1.8	0.3	-25	-0.9	-0.8	-2	-0.6	-20
(22) CCN(CC)CCNc1c2c(c(C#N)c3nc4ccccc4n13)CCCC2
→ 11	2	-1.2	0.2	2.6	0	-0.1	3.6	0	2.1	1
(23) Cc1cc(NC(=O)CSc2nc3ccccc3c(=O)n2-c2ccccc2)no1
→ 0.6	-2	-0.2	-1.1	-1.0	13	-0.8	-1.0	6	-2.5	2
(24) Cc1cccc(OCCC(=O)Nc2cc(S(=O)(=O)N3CCCCC3)ccc2N2CCOCC2)c1
→ -0.1	3	0.5	-1.8	2.9	-3	-0.8	0.1	1	-1.0	-2
(25) COC(=O)c1ccc(Oc2coc3cc(OCc4cnn(-c5ccccc5)c4)ccc3c2=O)cc1
→ 0.0	-1	1.2	-1.3	0.1	0	0.4	0.4	-2	-2.0	0
(26) CCOC(=O)c1cc(S(=O)(=O)N2CCCC2)cn1C
→ -1.1	-1	0.2	-1.0	1.3	3	-0.1	1.4	4	0.7	4
(27) Cc1ccccc1Nc1c(-c2ccncc2)nc2ccc(Br)cn12
→ 0.2	-2	-0.9	-0.2	-1.6	-43	-0.8	-0.3	10	-2.1	-16
(28) CC(C)CNc1nc(N)c([N+](=O)[O-])c(NC2CCCCC2)n1
→ -0.1	1	1.6	-1.3	0.3	2	-0.7	-2.1	-1	-1.7	3
(29) COc1ccc(CNC2CCC23CCC(C)CC3)cc1OC (stereo unspecified)
→ .	.	.	-1.2	.	-7	.	-0.9	-6	-0.7	-6
(30) Cc1c(/C=N/NC(=O)c2cccs2)c2ccccc2n1Cc1ccccc1Cl
→ -0.3	2	1.1	-0.4	-0.5	8	0.5	2.5	-2	9.1	-2
(31) CC1CC(=O)Nc2ccccc2N1S(=O)(=O)c1ccc(Br)cc1 (stereo unspecified)
→ 0.3	-3	1.2	-1.3	1.1	2	0.4	-2.2	6	1.6	-2
(32) O=P(O)(CCc1ccccn1)CN1CCOCC1
→ 0.5	-5	0.3	-1.7	-1.0	1	-0.7	-0.1	12	2.4	-2
(33) CCOC(=O)CSc1nc2ccccc2c(=O)n1CC(C)C
→ -0.1	4	-0.7	-1.8	1.4	-1	-0.2	-0.8	-2	-2.7	-5
(34) CCN(Cc1ccccc1)C(=O)CCS(=O)(=O)c1ccc2c(c1)NC(=O)CO2
→ -0.4	-1	0.5	-0.9	0.7	-1	-0.2	-2.6	0	-1.8	6
(35) CC1Cc2cc(/C(O)=C3/C(=O)C(=O)N(Cc4ccco4)C3c3cccs3)ccc2O1 (stereo unspecified)
→ 0.1	4	0.6	-1.9	-6.2	-1	-0.2	0.5	0	-2.5	4
(36) CCOc1cc(/C=N/N=C(N)N)ccc1OCc1ccc(Cl)cc1
→ -0.5	-5	-1.8	-1.5	-6.3	-4	-1.6	-2.4	-17	-2.7	-1
(37) O=[N+]([O-])c1ccccc1CNC1CCCCCC1
→ 0.3	1	-0.9	-0.7	1.5	2	0.4	0.1	3	-1.2	1
(38) CC1(c2nnc(-c3ccccc3)o2)CC(c2cccc(Cl)c2)=NO1 (stereo unspecified)
→ 0.2	-1	-0.4	-1.2	-0.7	1	-0.7	-1.9	-4	-1.5	2
(39) CN=c1scc(C)n1/N=C/c1ccc2c(c1)OCO2
→ -0.4	5	-1.5	0.3	2.8	-3	5.6*	9.6*	9	11*	-3
(40) CCN(c1ccccc1)c1nc(C#N)nc(N(CC)c2ccccc2)n1
→ 0.0	-6	0.9	-1.1	2.3	16	0.1	-1.6	6	-1.7	-3
(41) COc1ccc(OC)c(Cc2nnc(CCC(=O)N3CCCCC3)o2)c1
→ -0.7	1	1.4	-0.1	5.1	-2	0.5	-0.8	0	2.9	-2
(42) O=C1NC(=Nc2ccc(F)cc2)SC1Cc1ccc(F)cc1 (stereo unspecified)
→ 0.5	2	.	-1.1	-0.9	0	0.1	-1.0	-21	0.7	0
(43) CCN(CC)CC(=O)N1CCCC(C(=O)c2ccccc2OC)C1 (stereo unspecified)
→ -0.3	0	-0.8	-1.2	2.3	3	0.3	-0.6	-1	0.9	-11
(44) CCCCS(=O)(=O)c1sc2nc(C)cc(C)c2c1N
→ 1.9	-4	-0.5	-1.2	1.6	-2	-0.3	-0.7	-1	-0.1	-2
(45) COc1ccc2oc3cc(Cl)ccc3c(=O)c2c1
→ -3.1	6	.	-0.1	.	-3	1.5	1.3	6	6.8	-7
(46) Cc1nc(-c2ccccn2)sc1C(=O)Nc1ccc(Cl)c(Cl)c1
→ -0.1	1	-0.4	-1.3	1.6	1	0.0	0.3	-4	2.8	-8
(47) COC(=O)c1c(F)c(F)c(NCCO)c(F)c1F
→ 0.0	5	-0.2	-0.5	2.4	-1	-0.3	-1.2	3	0.2	3
(48) CC(=O)c1cccc(NC(=O)N2CCCCCC2)c1
→ -0.5	2	0.3	-0.4	1.9	5	-0.5	-0.5	-1	-1.1	-5
(49) O=C(Nc1cc(N2CCOCC2)ncn1)c1ccc(F)cc1
→ 0.2	0	0.2	-1.9	1.0	4	0.3	-1.2	4	-0.8	1
(50) COc1ccc(NC(=O)CCN2CCN(c3ccccc3F)CC2)c(OC)c1
→ 0.6	-1	0.6	-1.3	1.4	2	-0.6	-1.2	-3	-3.4	-1
(51) CC(C)[C@H](NC(=O)OC(C)(C)C)C(=O)N1CCC(C(=O)N[C@@H](C)C(=O)Nc2ccc(F)cc2)CC1
→ 0.0	0	0.1	-1.0	-1.2	0	-0.4	-0.3	-2	-3.6	3
(52) CCCOc1ccc(/C=N/NC(=O)c2ccc3c(c2)OCO3)c(OCCC)c1
→ -0.1	-4	-0.8	-1.1	2.2	1	-0.4	5.2	10	-1.7	-2
(53) CCOc1c(/C=C(\C#N)C(N)=O)c2ccccc2n1CC
→ 0.1	-2	0.4	-2.4	2.3	-5	-0.2	-1.4	13	0.5	-2
(54) COc1cccc(N2C(=O)CC(Sc3nc(C)cc(C)n3)C2=O)c1 (stereo unspecified)
→ 0.1	1	-0.6	-1.2	1.2	4	-0.1	-1.0	-4	1.5	1
(55) Cc1c(NC(=S)NC(=O)c2ccc(Cl)cc2)c(=O)n(-c2ccccc2)n1C
→ 0.1	-4	1.8	-1.8	-1.8	1	-1.1	-0.7	18	1.3	-1
(56) COc1ccc(CCNC(=O)c2cccnc2Cl)cc1OC
→ 0.1	8	6.3*	-0.7	0.5	1	0.8	1.7	2	0.8	1
(57) O=C(CNC(=O)c1ccco1)OCC(=O)c1ccc2c(c1)CCCC2
→ -0.2	-1	-0.4	-1.6	0.7	4	-0.4	-0.3	-2	1.6	5
(58) CCOC(=O)c1ccc(NC(=O)c2ncn3c2C(=O)NC[C@H]3C)cc1
→ 0.7	0	0.0	-1.0	4.4	1	0.2	1.0	-6	-1.7	-7
